TcdB inh: TcdB glycohydrolase inhibitors, primary screen, biochemical, single point, plate reader. inhibition, % at 9.99 µM. TcdB glycohydrolase enzymatic assay. actives 0.24% (n = 350,000). Toxin B (Clostridioides difficile), P18177; in the data active means inhibition above about 10%
An asterisk follows results filed as active; & = joins results of further samples. The list is partial (hit frequency here may not be typical).

SMILES	TcdB inh
Cc1noc(C)c1NC(=O)N[C@@H]1CC[C@H](CC(=O)Nc2ccccc2)O[C@@H]1CO	-0.2
CNC[C@H]1Oc2ccc(NC(=O)Nc3ccc(OC)cc3)cc2CC(=O)N([C@H](C)CO)C[C@@H]1C	0.1
C[C@@H]1CCCCO[C@H](CN(C)C(=O)Nc2ccc(F)cc2)[C@@H](C)CN([C@@H](C)CO)C(=O)c2cc(NC(=O)Cc3ccccc3)ccc2O1	0.8
CC(C)NC(=O)N(C)C[C@H]1OCCCC[C@H](C)Oc2ccc(NS(=O)(=O)c3ccc(Cl)cc3)cc2C(=O)N([C@H](C)CO)C[C@@H]1C	-0.3
OC[C@@H]1[C@@H](c2ccc(-c3ccccc3)cc2)[C@H]2CN(Cc3cncnc3)CCCCN12	-0.3
COc1cccc(CNC(=O)C[C@H]2C=C[C@@H](NC(=O)C3CC3)[C@H](CO)O2)c1	-0.3
Cn1cnc(CCNC(=O)C[C@H]2CC[C@H]3[C@@H](COC[C@H](O)CN3C(=O)Nc3ccc(Cl)cc3)O2)c1	-0.8
COc1ccc2c3c(n(C)c2c1)[C@@H](CO)N(C)CC31CN(S(=O)(=O)c2cccc(F)c2)C1	1.4
CN(C)C(=O)C[C@@H]1CC[C@@H]2[C@H](COc3ccc(NC(=O)Nc4cccc(Cl)c4)cc3C(=O)N2C)O1	1.1
O=C(C[C@@H]1CC[C@H](NC(=O)CN2CCOCC2)[C@@H](CO)O1)NCc1cccc(F)c1	-0.1
O=C(c1cccc(F)c1)N1CC[C@@H]2[C@H](CO)Nc3ccc(C#Cc4ccc(F)cc4)cc3[C@@H]21	-1.0
COc1ccc(S(=O)(=O)N2CCCCN3[C@H](CO)[C@H](c4ccc(C5=CCCCC5)cc4)[C@@H]3C2)cc1	-3.4
COc1cccc(S(=O)(=O)Nc2ccc3c(c2)[C@H]2C[C@H](CC(=O)NCc4cccc(F)c4)O[C@@H](CO)[C@H]2O3)c1	-5.2
CO[C@@H](CN(C)C(=O)c1cnccn1)[C@@H](C)CN([C@H](C)CO)S(=O)(=O)c1ccccc1	0.3
COC(=O)c1c(CC[C@@H](CO)NC(=O)N[C@H](Cc2ccccc2)Cn2cc(-c3ccccn3)nn2)oc(C(C)=O)c1C(=O)OC	0.0

11 successive records from above:
SMILES	TcdB inh
Cc1noc(C)c1NC(=O)N[C@@H]1CC[C@H](CC(=O)Nc2ccccc2)O[C@@H]1CO	-0.2
CNC[C@H]1Oc2ccc(NC(=O)Nc3ccc(OC)cc3)cc2CC(=O)N([C@H](C)CO)C[C@@H]1C	0.1
C[C@@H]1CCCCO[C@H](CN(C)C(=O)Nc2ccc(F)cc2)[C@@H](C)CN([C@@H](C)CO)C(=O)c2cc(NC(=O)Cc3ccccc3)ccc2O1	0.8
CC(C)NC(=O)N(C)C[C@H]1OCCCC[C@H](C)Oc2ccc(NS(=O)(=O)c3ccc(Cl)cc3)cc2C(=O)N([C@H](C)CO)C[C@@H]1C	-0.3
OC[C@@H]1[C@@H](c2ccc(-c3ccccc3)cc2)[C@H]2CN(Cc3cncnc3)CCCCN12	-0.3
COc1cccc(CNC(=O)C[C@H]2C=C[C@@H](NC(=O)C3CC3)[C@H](CO)O2)c1	-0.3
Cn1cnc(CCNC(=O)C[C@H]2CC[C@H]3[C@@H](COC[C@H](O)CN3C(=O)Nc3ccc(Cl)cc3)O2)c1	-0.8
COc1ccc2c3c(n(C)c2c1)[C@@H](CO)N(C)CC31CN(S(=O)(=O)c2cccc(F)c2)C1	1.4
CN(C)C(=O)C[C@@H]1CC[C@@H]2[C@H](COc3ccc(NC(=O)Nc4cccc(Cl)c4)cc3C(=O)N2C)O1	1.1
O=C(C[C@@H]1CC[C@H](NC(=O)CN2CCOCC2)[C@@H](CO)O1)NCc1cccc(F)c1	-0.1
O=C(c1cccc(F)c1)N1CC[C@@H]2[C@H](CO)Nc3ccc(C#Cc4ccc(F)cc4)cc3[C@@H]21	-1.0

The listing continues.
SMILES	TcdB inh
COc1ccc(-c2cnc3c(c2)C(=O)N([C@@H](C)CO)C[C@@H](C)[C@@H](CN(C)Cc2ccccc2)O3)cc1	1.8
COCC(=O)N1[C@@H]2c3ccc(-c4ccccc4)c(=O)n3C[C@@H]2[C@@H](CO)[C@@H]1C(=O)Nc1ccccc1	0.4
CN(C)C(=O)C[C@H]1CC[C@@H](NC(=O)C2CCC2)[C@@H](CO)O1	0.6
C[C@H](CO)N1C[C@H](C)[C@@H](CN(C)S(=O)(=O)c2ccc(Cl)cc2)Oc2ccc(NC(=O)CCCN(C)C)cc2CC1=O	0.2
O=C(NCC(F)(F)F)[C@H]1[C@H](CO)[C@H]2Cn3c(cccc3=O)[C@@H]1N2C(=O)C1CCCC1	0.1
COCC(=O)N1CC2(C1)[C@@H](c1ccc(-c3ccc(F)cc3)cc1)[C@@H](CO)N2C(C)=O	-0.6
CCCC#Cc1cnc2c(c1)C(=O)N([C@H](C)CO)C[C@@H](C)[C@@H](CN(C)Cc1cccnc1)O2	1.2
Cc1ccc(-c2ccc3c(c2)O[C@H](CN(C)C(=O)Nc2ccccc2)[C@@H](C)CN([C@H](C)CO)S3(=O)=O)cc1	0.1
O=C1CNC[C@@H]2[C@H](c3ccc(C#CC4CCCC4)cc3)[C@@H](CO)N12	-1.1
O=C(C[C@H]1CC[C@H]2[C@@H](COC[C@H](O)CN2C(=O)Nc2ccc(Cl)cc2)O1)NCC1CCCCC1	-2.6
CCC(=O)Nc1ccc2c(c1)C(=O)N(C)[C@H]1CC[C@@H](CC(=O)NCCc3ccccc3)O[C@H]1CO2	0.9
C[C@@H]1CN([C@H](C)CO)C(=O)c2cc(NC(=O)Nc3ccc(F)cc3)ccc2O[C@@H](C)CCCCO[C@H]1CN(C)C(=O)Nc1ccccc1	-0.8
COCCNC(=O)C[C@H]1CC[C@@H]2[C@@H](COc3ccc(NC(=O)c4cc(C)on4)cc3C(=O)N2C)O1	-0.2
O=C(C[C@@H]1C[C@@H]2c3cc(NS(=O)(=O)c4ccc(F)cc4)ccc3O[C@@H]2[C@H](CO)O1)N1CCCCC1	0.2
COc1cccc(/C=C/C=O)c1	-1.3
C/C=C/c1cnc2c(c1)C(=O)N([C@@H](C)CO)C[C@H](C)[C@H](CN(C)Cc1cncnc1)O2	-2.3
COc1ccc(NC(=O)N2[C@@H]3CNC[C@H]2C3c2ccc(-c3ccc(OC)cc3)cc2)cc1 (stereo not given in full)	-7.9&1.0
CS(=O)(=O)N1CCCCN2[C@H](C1)[C@@H](c1ccc(Br)cc1)[C@@H]2CO	-2.3
O=S(=O)(N[C@H]1CC[C@@H](CCn2cc(C3CC3)nn2)O[C@@H]1CO)c1ccc(F)cc1	0.1
O=C(NCC[C@@H]1CC[C@H](NS(=O)(=O)Cc2ccccc2)[C@H](CO)O1)C1CCOCC1	-0.3
C[C@@H]1CN([C@H](C)CO)C(=O)c2cc(NC(=O)c3ccncc3)ccc2O[C@@H]1CN(C)C(=O)Nc1cccc2ccccc12	-0.5
Cc1noc(C)c1NC(=O)Nc1ccc2c(c1)CC(=O)N([C@@H](C)CO)C[C@H](C)[C@@H](CN(C)Cc1ccc(-c3ccccc3)cc1)O2	-0.2
CO[C@H]1CC[C@H]2CCN(C)C(=O)[C@@H](C)N(C)C(=O)c3cccc(C#N)c3OC[C@H]1O2	-0.4
Cc1noc(C)c1S(=O)(=O)Nc1cccc2c1O[C@@H](CN(C)C(=O)Nc1ccccc1)[C@@H](C)CN([C@@H](C)CO)C2=O	-0.6
O=C(C[C@@H]1CC[C@H]2[C@@H](COC[C@@H](O)CN2C(=O)Nc2cccc(Cl)c2)O1)N1CCCCC1	0.2
CC(C)c1cn(CC[C@@H]2CC[C@@H](NC(=O)Nc3cc(Cl)cc(Cl)c3)[C@@H](CO)O2)nn1	0.9
C[C@@H]1CCCCO[C@H](CN(C)S(=O)(=O)c2ccc(Cl)cc2)[C@H](C)CN([C@H](C)CO)C(=O)c2cc(NC(=O)C3CCCCC3)ccc2O1	0.7
C[C@@H]1CCCCO[C@H](CN(C)S(=O)(=O)c2cccs2)[C@@H](C)CN([C@H](C)CO)C(=O)c2cc(NC(=O)Nc3ccc(C(F)(F)F)cc3)ccc2O1	-1.0
COCC#Cc1cnc2c(c1)C(=O)N([C@H](C)CO)C[C@H](C)[C@@H](CN(C)C(=O)C1CCC1)O2	0.1
Cc1ccc(S(=O)(=O)Nc2ccc3c(c2)CC(=O)N([C@@H](C)CO)C[C@H](C)[C@@H](CN(C)C(=O)Nc2ccc(C(F)(F)F)cc2)O3)cc1	-0.7
CO[C@@H]1CN(C)C(=O)c2cc(NC(C)=O)ccc2OC[C@H](C)N(C(=O)c2ccccc2)C[C@@H]1C	-1.4
CN1C[C@@H](O)COC[C@@H]2O[C@@H](CC(=O)N3CCN(c4ccccc4)CC3)CC[C@H]21	-2.5
Cc1cccc(S(=O)(=O)N2CCCCN3[C@@H](CO)[C@H](c4ccc(C#C[C@@H](C)O)cc4)[C@@H]3C2)c1	0.8
O=C(C[C@H]1CC[C@H]2[C@@H](COC[C@@H](O)CN2C(=O)Nc2ccc(C(F)(F)F)cc2)O1)NCC1CCCCC1	-0.3
CO[C@H]1CN(C)C(=O)c2cc(NC(=O)C3CC3)ccc2OC[C@@H](C)N(C(=O)c2ccccc2)C[C@H]1C	2.9
CN1[C@@H]2c3ccc(-c4ccccc4)c(=O)n3C[C@H]1[C@H](CO)[C@H]2C(=O)NCC1CC1	-0.2
C[C@H]1CN([C@@H](C)CO)C(=O)c2cc(NC(=O)CCC(F)(F)F)ccc2O[C@@H]1CN(C)Cc1ccc(Cl)c(Cl)c1	0.6
COCC#Cc1ccc([C@H]2[C@H](CO)N3CCCCN(S(=O)(=O)c4ccccc4C)C[C@@H]23)cc1	0.6
O=C(C[C@@H]1C[C@H]2c3cc(NC(=O)CC4CC4)ccc3O[C@H]2[C@@H](CO)O1)NCC1CC1	0.8
C[C@@H]1CN([C@H](C)CO)C(=O)c2cc(NS(=O)(=O)c3ccc(F)cc3)ccc2O[C@H]1CN(C)C(=O)Nc1cccc2ccccc12	0.9
C[C@H]1CN([C@@H](C)CO)C(=O)c2cc(/C=C/c3ccccc3)cnc2O[C@@H]1CN(C)Cc1ccccc1F	-1.8
CNC[C@H]1OCCCC[C@H](C)Oc2ccc(NC(=O)Nc3ccc(OC)cc3)cc2C(=O)N([C@H](C)CO)C[C@@H]1C	-0.8
COc1ccc(S(=O)(=O)N2C[C@H](O)COC[C@@H]3O[C@@H](CC(=O)N[C@@H]4CCN(Cc5ccccc5)C4)CC[C@H]32)cc1	-0.1
CO[C@H]1CN(C)C(=O)c2cc(NC(=O)c3cc(C)on3)ccc2OC[C@@H](C)N(C)C[C@H]1C	-0.6
COc1ccccc1NC(=O)N(C)C[C@@H]1Oc2ncc(Br)cc2C(=O)N([C@@H](C)CO)C[C@@H]1C	-1.6
Cc1cc(C(=O)Nc2cccc3c2O[C@H](CN(C)C(=O)Nc2ccc(C(F)(F)F)cc2)[C@H](C)CN([C@H](C)CO)C3=O)n(C)n1	0.9
C[C@@H]1CN([C@H](C)CO)C(=O)c2cccc(NS(=O)(=O)c3cn(C)cn3)c2O[C@H]1CN(C)C(=O)Nc1ccc(C(F)(F)F)cc1	0.5
C/C=C/c1ccc([C@@H]2[C@@H](CO)N3C(=O)CN(C(=O)c4ccncc4)C[C@@H]23)cc1	0.6
C[C@@H]1CCCCO[C@H](CN(C)C(=O)Nc2ccc(F)cc2)[C@H](C)CN([C@H](C)CO)C(=O)c2cc(NC(=O)C3CCCCC3)ccc2O1	0.4
C[C@@H]1CCCCO[C@H](CN(C)S(=O)(=O)c2ccccc2)[C@H](C)CN([C@@H](C)CO)C(=O)c2cc(NC(=O)Nc3ccc(C(F)(F)F)cc3)ccc2O1	0.0
O=C(Cc1ccccn1)N1CC(=O)N2[C@@H](CO)[C@@H](c3ccc(C#CC4CCCCC4)cc3)[C@@H]2C1	0.3
C[C@H]1CN([C@@H](C)CO)C(=O)c2c(c3ccccc3n2C)-c2ccccc2CO[C@@H]1CN(C)C(=O)CCN(C)C	-7.7
COc1ccc2c3c([nH]c2c1)[C@H](CO)N(C(=O)Nc1ccc(F)cc1)CC31CCN(C(=O)Nc2c(C)noc2C)CC1	-0.8
C/C=C/c1cnc2c(c1)C(=O)N([C@H](C)CO)C[C@H](C)[C@@H](CN(C)C(=O)Cc1ccccc1)O2	0.9
CC(C)NC(=O)Nc1ccc2c(c1)C(=O)N([C@@H](C)CO)C[C@H](C)[C@@H](CN(C)C(=O)CCCN(C)C)OCCCC[C@@H](C)O2	-1.4
COC(=O)[C@@H]1[C@@H](CO)[C@@H]2Cn3c(ccc(-c4ccccc4F)c3=O)[C@H]1N2C(=O)C1CC1	-0.1
N#Cc1cccc(-c2ccc3c(c2)[C@@H]2[C@@H](CCN2C(=O)c2ccncc2)[C@@H](CO)N3)c1	-4.8
CNC[C@@H]1Oc2ncc(-c3cncnc3)cc2C(=O)N([C@H](C)CO)C[C@@H]1C	-2.4
CCC(=O)N(C)C[C@H]1Oc2ncc(-c3ccc(C#N)cc3)cc2C(=O)N([C@@H](C)CO)C[C@@H]1C	0.0
O=C(O)C[C@H]1CC[C@@H](NC(=O)Nc2ccccc2)[C@@H](CO)O1	1.6

(continued)
SMILES	TcdB inh
Cc1ccc(-c2ccc3c(c2)O[C@H](CN(C)C(=O)Nc2ccc(F)cc2)[C@H](C)CN([C@H](C)CO)S3(=O)=O)cc1	-1.0
COc1ccc(CNC(=O)C[C@@H]2C=C[C@@H](NC(=O)CN(C)C)[C@@H](CO)O2)cc1	-0.3
COc1cccc(C#Cc2ccc3c(c2)O[C@@H](CN(C)C)[C@@H](C)CN([C@@H](C)CO)S3(=O)=O)c1	-1.1
C[C@H]1CN([C@@H](C)CO)C(=O)c2cccc(NC(=O)C3CCOCC3)c2O[C@H]1CN(C)Cc1ccncc1	-0.7
C[C@H]1CCCCO[C@@H](CN(C)Cc2ccc(C(=O)O)cc2)[C@@H](C)CN([C@@H](C)CO)C(=O)c2cc(NC(=O)Cc3ccccc3)ccc2O1	-6.9
COc1ccccc1S(=O)(=O)N[C@@H]1CC[C@H](CC(=O)N2CCN(C)CC2)O[C@H]1CO	-4.2
O=C(C[C@@H]1CC[C@H]2[C@@H](COC[C@@H](O)CN2C(=O)c2ccc(F)cc2)O1)Nc1nccs1	-2.1
C[C@@H]1CN([C@H](C)CO)C(=O)c2cccc(NC(=O)C3CCCCC3)c2O[C@H]1CN(C)Cc1ccncc1	0.3

Screens as filed in PubChem.
